Screens: PubChem BioAssay, The Scripps Research Institute Molecular Screening Center
OXTR potentiate = potentiates the human oxytocin receptor response; CHO-OTR cells, Fluo-8 calcium fluorescence, potentiator mode; 0% = oxytocin EC15, 100% = EC100; P30559; 320,000 tested, 0.061% active; activation, % at 3 µM;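 active means activation above that plate's cutoff, the mean activation of tested compounds plus 3 SD, cut at about 6.6% in these data, passing the limit was not always enough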;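 further: 100% uses oxytocin at 75 nM as the full agonist control; some results filed as inactive read as strong as hits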
Target sequence (P30559 whole entry, looked up): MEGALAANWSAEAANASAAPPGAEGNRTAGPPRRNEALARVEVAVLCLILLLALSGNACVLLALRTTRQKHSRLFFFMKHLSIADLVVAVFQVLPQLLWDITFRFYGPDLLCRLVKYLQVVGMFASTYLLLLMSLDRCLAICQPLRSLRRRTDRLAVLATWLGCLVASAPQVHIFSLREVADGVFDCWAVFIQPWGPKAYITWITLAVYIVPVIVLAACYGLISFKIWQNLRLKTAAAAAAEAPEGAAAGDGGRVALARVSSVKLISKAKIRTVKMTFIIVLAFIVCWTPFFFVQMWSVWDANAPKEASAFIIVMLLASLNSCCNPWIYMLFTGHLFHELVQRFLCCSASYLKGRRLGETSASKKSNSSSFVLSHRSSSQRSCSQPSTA
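Assay system: CHO cell line stably expressing human OTR. Reagent: EC15 oxytocin agonist. Dosing: single dose, 3.0 µM nominal final compound concentration. Timing: compound 6 min at room temperature before oxytocin, 100 s read. Signal: kinetic Fluo-8 calcium fluorescence. Controls: oxytocin EC15 low and EC100 high.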
CHO parental Ca = signal in parental CHO cells, OX1R antagonist counter-screen; parental CHO-K1, ATP-induced calcium, Fluo-8 fluorescence; inhibition, % at 5.6 µM; 330,000 tested, 0.63% active; AID 463079;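 active means inhibition above that plate's mean sample inhibition plus 3 SD, cut at about 26% in these data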;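 further: 0% = ATP-challenged DMSO wells and 100% = DMSO wells without ATP; some compounds past the cut are filed as inactive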
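material = parental CHO cells | also added = ATP as calcium-mobilizing challenge | dosing = single point at 5.6 µM | detection = intracellular calcium via Fluo-8 no-wash fluorescent dye | read-out = % inhibition | benchmarks = low control ATP plus DMSO, high control DMSO only | repeats = one well per compound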
M1 ag = human M1 muscarinic receptor agonism; P11229; CHO-K1 hM1, Fluo-8 calcium fluorescence, agonist mode; 0% DMSO, 100% acetylcholine EC100; activation, % at 3 µM; 360,000 tested, 0.33% active; AID 588814;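 active means activation above the run's mean compound activation plus 3 SD, cut at about 16% in these data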;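 further: peak over basal fluorescence ratio within a 140 s kinetic read after compound addition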
Target sequence (P11229 whole entry, looked up): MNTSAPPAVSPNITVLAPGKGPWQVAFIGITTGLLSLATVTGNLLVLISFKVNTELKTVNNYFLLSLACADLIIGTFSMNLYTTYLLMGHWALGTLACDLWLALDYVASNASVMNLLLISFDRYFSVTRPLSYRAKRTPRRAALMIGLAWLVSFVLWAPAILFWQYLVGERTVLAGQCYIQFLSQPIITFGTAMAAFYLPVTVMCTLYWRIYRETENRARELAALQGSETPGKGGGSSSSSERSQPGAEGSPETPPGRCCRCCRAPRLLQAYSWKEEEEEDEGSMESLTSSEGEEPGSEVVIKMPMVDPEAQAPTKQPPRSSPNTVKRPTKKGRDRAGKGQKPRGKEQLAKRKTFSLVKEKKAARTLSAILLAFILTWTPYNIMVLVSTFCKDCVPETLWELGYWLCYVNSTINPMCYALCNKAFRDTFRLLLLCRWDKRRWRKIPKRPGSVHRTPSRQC
CHRM1 PAM = positive allosteric modulators of human M1 muscarinic receptor; P11229; CHO-K1 hM1, Fluo-8 calcium fluorescence, ACh EC20; 0% = ACh EC20, 100% = maximal ACh; activation, % at 3 µM; 360,000 tested, 0.088% active; AID 588819; in the data active means activation above about 19%, passing the limit was not always enough
M1 antag = human CHRM1 antagonism | P11229 | CHO-K1 hM1, Fluo-8 calcium fluorescence, ACh EC80 antagonist | inhibition, % at 3 µM | 360,000 tested, 1.3% active;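 active means percent inhibition above its own plate's cutoff, namely the mean of that plate's compound wells plus 3 SD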;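 further: peak over basal fluorescence ratio during 140 s after agonist addition; 0% = ACh EC80 plus DMSO and 100% = DMSO alone without agonist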
CHO-K1 Ca antag = counter-screen for M1 antagonists: effect in parental CHO-K1 cells; inhibition, % at 3 µM; ATP-induced calcium, Fluo-8 fluorescence; 360,000 tested, 0.6% active;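 active means inhibition above a per-plate cutoff, the plate's mean sample inhibition plus 3 SD, cut at about 24% in these data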;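 further: 0% = DMSO plus EC80 ATP and 100% = DMSO alone without ATP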
CHO-K1 Ca ag = nonselective activator or artifact in parental CHO-K1 cells. activation, % at 3 µM. Fluo-8 calcium fluorescence; scaled to maximal ATP response, vehicle zero. 360,000 tested, 0.48% active. AID 602248; in the data active means activation above about 15%;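 further: untransfected CHO-K1 host cells lacking M1 receptor as counterscreen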
M4 ag = agonists of human muscarinic M4 receptor (CHRM4) | P08173 | CHO-K1 hM4/Gqi5, Fluo-8 calcium fluorescence; vehicle 0%, full acetylcholine response 100% | activation, % at 3 µM | 360,000 tested, 0.14% active;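 active means activation above the run mean over all test wells plus 3 SD, cut at about 32% in these data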;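 further: peak over basal fluorescence ratio per well then scaled between controls; 0% = DMSO wells and 100% = acetylcholine at EC100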
CHRM4 antagonist = CHRM4 antagonism in calcium assay; P08173; CHO-hM4 cells, ACh EC80, Fluo-8 calcium fluorescence; inhibition, % at 3 µM; 360,000 tested, 0.73% active; AID 624125;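 active means inhibition above its plate's cutoff, the mean inhibition of sample wells plus 3 SD, cut at about 27% in these data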;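 further: 0% = acetylcholine EC80 with DMSO and 100% = DMSO without agonist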
An asterisk follows results filed as active; nt = no result given.

SMILES	OXTR potentiate	CHO parental Ca	M1 ag	CHRM1 PAM	M1 antag	CHO-K1 Ca antag	CHO-K1 Ca ag	M4 ag	CHRM4 antagonist
COc1ccc(C2CC(C(F)(F)F)n3nc(C(N)=O)c(Cl)c3N2)cc1OC (stereo unspecified)	-1	-3	-5	8	-5	-10	0.7	1	0
COc1ccc(NC(=O)CCN2CCN(Cc3ccccc3)CC2)c(OC)c1	-4	-14	-8	6	-13	-2	0.2	0	3
CNCCC(=O)N1c2ccccc2CCc2ccc(NC(=O)OC)cc21	-13	-12	-9	-7	16	2	0.4	1	2
CCC(C)(C)NC(=O)C(c1ccc(OC)cc1)N(C(=O)CCC(=O)Nc1cc(C)on1)C(C)(C)C (stereo unspecified)	-4	-21	-3	3	-7	-12	0.1	-1	5
COc1ccc(NS(=O)(=O)c2cc(NC(=O)Cn3cnc4c3c(=O)n(C)c(=O)n4C)ccc2C)cc1	-5	-1	-6	7	-17	-5	0.2	2	-4
Cc1c(N=C2NC(=O)/C(=C/c3ccc(O)cc3)S2)c(=O)n(-c2ccccc2)n1C	-5	0	-12	-3	6	6	1.3	1	2
O=C(NCCCc1ccccc1)C1CC1	0	1	-3	8	-10	-7	-0.2	0	-10
O=C(NNC(=O)c1ccc2ccccc2c1)c1cccc(F)c1	nt	nt	2	0	-2	-12	0.4	3	3
Cc1cc(C(=O)Nc2ccccc2C)c2ccccc2n1	-11	-3	-3	5	-12	0	0.7	0	8
CN1CCN(c2ccc(NC(=O)c3cc4ccccc4o3)cc2)CC1	-3	-6	-9	-2	-5	-3	0.5	1	-2
CCOC(=O)/C(=C/Nc1ccc(F)cc1)[N+](=O)[O-]	-13	-7	-1	9	-14	-5	0.8	2	-6
CCCc1cc(Nc2ccccc2)n2ncnc2n1	7	11	-4	-1	-2	-4	-0.3	0	3
CCOC(=O)CSC1=C(C#N)C(c2ccc(OC)cc2)C2=C(CC(C)(C)CC2=O)N1 (stereo unspecified)	-16	-16	-2	10	-6	9	-0.6	-2	4
CCOC(=O)CNc1nc(Cl)nc(Nc2ccccc2)n1	-1	-20	-11	3	-3	-2	-0.3	1	-4
O=C(Oc1ccc(O)cc1)C12CC3CC(CC(C3)C1)C2	-3	27	3	11	-14	-7	3.3	0	5
COc1ccc(S(=O)(=O)N2CCOC23CCN(S(=O)(=O)c2ccc(F)cc2)CC3)cc1	-1	-31	0	-4	1	-11	1.1	0	29*
COc1ccccc1OCCSc1nc2ccccc2n1CC(N)=O	8	-7	-5	-2	5	-11	2.3	2	-6
O=C(Nc1cccc(C(F)(F)F)c1)c1cccc2c(-c3cccnc3)coc12	nt	nt	-6	-11	7	-1	1.9	8	6
CC(=O)OC1CC2(C)/C(=N\O)CCC2C2CCc3cc(O)ccc3C12 (stereo unspecified)	nt	nt	-1	-3	4	-3	4.7	10	-7
COc1cc(/C=N/Nc2ccc(S(N)(=O)=O)cc2)cc(OC)c1OC	3	-4	-6	6	-3	-13	0.5	0	3
Cc1cc(C)n2nc(C(=O)OCC(=O)N3CC(C)CC(C)C3)nc2n1 (stereo unspecified)	3	-5	5	9	-12	-12	0.6	2	-8
Nc1nc(N)c(N=O)c(Nc2cccc(Cl)c2)n1	nt	nt	nt	nt	nt	-29	4.5	7	-9
CCS(=O)(=O)c1ccc(NC(=O)c2ccccc2Cl)c(O)c1	-3	-9	0	9	-13	-11	-0.1	1	4
O=C(CN1CCN(S(=O)(=O)N2CCCCC2)CC1)Nc1ccc(Cl)c(Cl)c1	-15	32*	-2	-13	12	-5	14	20	-8
Cc1cc(NC(=O)CSc2ccc(-c3nc4cc(C)c(C)cc4[nH]3)cn2)no1	0	-18	-8	7	-11	-7	-0.9	-3	4
O=C(O)CSc1nc2ccc(C(=O)c3ccccc3)cc2[nH]1	nt	nt	-1	5	-11	-3	0.1	1	1
C/C(=N/OCC(=O)NCCCCCCNC(=O)CO/N=C(/C)c1cccs1)c1cccs1	-3	-23	-7	-9	10	6	5.8	8	-3
O=c1[nH]c(COc2ccc(Cl)cc2Br)nc2ccccc12	-7	-27	-4	8	-13	-7	2.5	6	1
CCN(C(=O)COC(=O)CCOc1ccccc1C)c1c(N)n(Cc2ccccc2)c(=O)[nH]c1=O	nt	nt	-1	8	-12	-12	0.7	2	9
CN(CC(=O)Nc1ccc(Cl)cc1)C(=O)c1ccc(N2CCCC2=O)cc1	-5	-16	-1	10	-7	9	0.3	3	-9
CC1=C(C(=O)OCc2ccccc2)C(c2ccc(C#N)cc2)NC(=O)N1CCCC(=O)O (stereo unspecified)	-9	2	-3	3	-7	-18	0.3	1	-2
Cc1cc(NC(=O)c2ccc(Cl)cc2Cl)no1	-8	0	-3	13	-15	-8	0.2	1	3
O=C(Nc1c(F)cccc1F)c1ccc2c(c1)CCN2S(=O)(=O)c1ccccc1	1	-1	-1	2	3	-5	2.9	6	5
Cc1ccc(S(=O)(=O)N2CCCC(C(=O)NCc3cccnc3)C2)cc1Cl (stereo unspecified)	-6	-25	-6	6	-10	-9	1.2	2	10
COc1ccc(NC(=O)CC(NCCc2ccccc2)C(=O)O)c(OC)c1 (stereo unspecified)	1	-7	-2	2	6	5	0.2	0	2
O=C1CCCN2N=C(SCC(=O)Nc3nccs3)SC2=N1	-4	-5	-6	1	2	-10	0.1	1	0
Cc1nn(C)cc1CN(C)Cc1c(C(=O)N(C)Cc2ccccc2)nc2ccccn12	-1	-26	-4	2	-3	-4	1.1	1	0
COc1ccccc1N1CCN(/N=C/C=C\c2ccco2)CC1	-6	-31	-4	5	-5	0	1.4	4	-14
N/C(=N\OC(=O)c1ccc(Cl)cc1Cl)c1ccccc1	-7	-6	-4	3	-8	-21	0.7	1	13
COc1ccc(N/N=C(\C#N)C(N)=O)cc1	-3	-12	-6	13	-3	-10	1.6	0	4
COC(=O)c1cc(=O)c2ccc(OC)cc2o1	nt	nt	1	2	-9	-17	0.0	1	-2
COc1ccc(N2CCN(C(=O)C(Cc3ccccc3)n3cccc3)CC2)cc1 (stereo unspecified)	-5	5	-5	-13	18	14	2.3	14	-6
COc1cc(C)nc(SCC(N)=O)n1	-8	0	1	8	-10	-15	1.1	1	0
CCCC1Cc2[nH]c(=O)c(C#N)cc2CO1 (stereo unspecified)	-17	-11	-4	11	-15	3	0.8	1	0
Cc1ccc(OCc2ccc(C(=O)N3CCCC3)o2)cc1C	-11	-9	-4	-2	-10	-9	4.2	1	-15
Cc1onc(-c2ccccc2Cl)c1C(=O)Nc1nc2c(s1)CCCC2	-7	-13	-6	-6	-21	-1	0.1	-1	8
CC12CN(NC(=O)c3ccccc3F)C3(C#N)CC1CCC23C (stereo unspecified)	4	-7	-5	8	2	-5	0.4	2	-5
CCOc1ccc(C(=O)NC(=S)NCc2cccnc2)cc1	-6	-1	-5	9	-10	2	-0.2	0	8
CCc1noc(C)c1C(=O)NNC(=O)c1ccccc1	-3	-15	-2	9	-10	-19	0.3	1	-3
COc1ccccc1CNC(=O)c1ccc(CS(=O)(=O)c2ccccc2OC)o1	-8	-7	-3	-1	-1	-5	2.6	5	-17
O=C(CN1C(=O)CCC1=O)Nc1nc(-c2ccc3ccccc3c2)cs1	-14	9	-1	5	-7	-17	5.3	8	4
CNC(=O)[C@H](C)[C@@H]1C[C@@]1(C)[C@@H](NC(=O)OCc1ccccc1)c1ccccc1	-6	-16	-5	11	-10	-16	0.7	3	-3
COc1cc(-c2nc3ccccc3s2)ccc1O	1	-6	-5	-5	1	11	2.3	0	-6
COCCN1C(=O)C(=O)/C(=C(/O)c2ccc(S(=O)(=O)N3CCOCC3)cc2)C1c1cccc(OC)c1 (stereo unspecified)	-21	10	-3	6	-1	8	0.6	2	1
Cc1cccc(Nc2ncccc2C(=O)O)c1C	-5	-6	-2	7	-31	2	0.0	-1	2
CC1(C)N([O-])C2=C(CCCC2)[N+]1=O	nt	nt	-4	11	-12	-5	-0.2	1	-2
CCN(C(=O)CSc1nnc(-c2c[nH]c3ccccc23)o1)C1CCS(=O)(=O)C1 (stereo unspecified)	-3	-16	-4	0	11	-12	-0.3	1	-22
CCc1ccc(NC(=O)CCC(=O)c2ccc(C)cc2)cc1	-17	31*	-7	7	-9	-18	-1.4	-1	-10
COC(=O)c1c(NC(=O)C(C)C)sc2c1CCN(Cc1ccccc1)C2	-4	-18	-5	0	-2	-5	0.0	0	-7
CC(CN1CCCCC1)C(=O)NNC(=O)C12CC3CC(CC(C3)C1)C2 (stereo unspecified)	-6	-5	-1	10	-1	-11	-0.3	1	-4

Other entries follow:
SMILES	OXTR potentiate	CHO parental Ca	M1 ag	CHRM1 PAM	M1 antag	CHO-K1 Ca antag	CHO-K1 Ca ag	M4 ag	CHRM4 antagonist
COc1cc2c(cc1NC(=O)CCCCCN1C(=O)CCC1=O)oc1ccccc12	-3	-27	-8	3	-2	-7	1.1	1	8
O=C(O)COc1ccc(NC(=O)C(c2ccccc2)c2ccccc2)cc1	-11	-2	4	11	-10	5	10.0	1	-12
Cc1cc(NC(=O)C(=O)c2c(C)[nH]c3ccccc23)no1	0	1	-4	3	2	-9	0.3	2	-4
Cc1cccc(NC(=O)c2nc[nH]c2C(=O)N[C@@H](CCCCNC(=O)OC(C)(C)C)C(=O)OC(C)(C)C)c1	-10	-26	-3	-5	3	1	-0.5	1	5
O=C1Nc2ccccc2/C1=C/c1cccnc1	-3	4	-5	11	-8	10	0.2	1	3
CCCOC1CCCN(C(=O)c2cc(COc3c(F)cccc3F)on2)C1 (stereo unspecified)	-9	-9	-2	5	-1	0	0.3	3	-12
Cc1cc(C)n(C(=O)COc2ccccc2C)n1	-5	-4	1	7	-4	0	0.0	0	0
CCNC(=S)Nc1ccc(OCC)cc1	-7	-4	-7	8	-1	-9	0.2	0	5
O=S(=O)(NCCCN1CCOCC1)c1ccc2ccccc2c1	-1	-8	-8	2	1	20	-0.4	1	1
C/C(CCc1oc2ccc(Cl)cc2c1-c1ccc(C)o1)=N\O	-18	-22	-2	-2	14	-7	0.1	-1	-3
CC1(Oc2ccccc2-c2ccno2)CCN(Cc2csc3ccccc23)C1 (stereo unspecified)	nt	nt	1	9	-4	3	1.2	1	33*
O=C(CCCn1cnc2ccccc2c1=O)Nc1ccccc1F	-3	-7	-3	3	-3	-9	0.7	3	-6
O=S(=O)(Cc1ccccc1)Nc1cccc(F)c1	-8	-8	-3	9	-10	-3	-0.1	0	6
